# From PubChem
# Pin1 inhibitor: human Pin1 inhibition | Q13526 | Pin1 FP peptide displacement, HiFluor488, 10 min | Potency, µM (top dose mostly 115 µM), without a hit: top-dose activity, negative = inhibition, usual class: inhibitors | 0.009% of 390,000 active; active means well fitted inhibition curve with a large enough effect in the polarisation, with a control signal flat, not every such curve was filed as active; inconclusive means small, poorly fitted or top-dose-only effect, or effect the other way, or a change in a side signal; inactive means no such curve, though single readings can be large or run the other way; the % refers to the polarisation; further: potency means the concentration at half of the fitted maximal effect; on the % scale 0 is the no-effect control and ±100 the full control effect
# Target sequence (Q13526 whole entry, looked up): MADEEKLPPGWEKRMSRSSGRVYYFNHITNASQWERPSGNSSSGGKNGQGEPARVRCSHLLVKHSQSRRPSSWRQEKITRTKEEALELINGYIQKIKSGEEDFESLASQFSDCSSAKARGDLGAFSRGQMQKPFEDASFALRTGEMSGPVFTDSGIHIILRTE
# TrxR1 substrate: substrates of rat thioredoxin reductase 1. O89049. purified TrxR1 substrate turnover, NADPH consumption readout. Potency, µM (series often up to 114 µM), for inactives: top-dose activity change, negative = substrate turnover. 0.01% of 390,000 active. AID 588456; further: potency means the concentration at half of the fitted maximal effect; on the % scale 0 is the no-effect control and ±100 the full control effect; nearly all actives have a fitted effect of over 50% in size
#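 Rat TrxR1, dispensed at 90 nM, was prereduced with 400 uM NADPH (final) for 5 min at ~22 deg C, then incubated with compound 15 min before 400 uM selenite. A first-read NADPH fluorescence drop versus no-compound background flagged substrates.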
# rTrxR1 inhibitor: inhibitors of rat thioredoxin reductase 1; recombinant rTrxR1, NADPH fluorescence consumption, selenite substrate; Potency, µM (series often up to 114 µM), for inactives: top-dose activity change, negative = inhibition, most hits filed as inhibitors; O89049; 1% of 390,000 active; further: potency means the concentration at half of the fitted maximal effect; on the % scale 0 is the no-effect control and ±100 the full control effect; nearly all actives have a fitted effect of over 65% in size
#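 Rat TrxR1 (90 nM in the dispensed reagent) was pre-reduced with 400 uM NADPH for 5 min at room temperature, then incubated with compound for 15 min. After 400 uM selenite was added, NADPH fluorescence (Ex 340/Em 450 nm) was followed for 8 min.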
# GLS inhibitor: glutaminase GLS (human) inhibition; O94925; GLS enzymatic activity, qHTS titration; Potency, µM (titrated, usually from 45.5 µM), without a hit: at the highest dose activity change, negative = inhibition, usual class: inhibitors; 0.21% of 410,000 active; AID 624170; further: potency means the concentration at half of the fitted maximal effect; on the % scale 0 is the no-effect control and ±100 the full control effect
#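 Glutamate formation by hKGA was monitored fluorometrically using coupled glutamate oxidase, HRP and Amplex Red. Substrate was added as 1 mM L-glutamine solution; incubation was 30 min at RT after an initial read.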
# PGK inhibitor: inhibitors of T. brucei phosphoglycerate kinase; PGK/GAPDH coupled, Kinase-Glo luminescence, 60 min; P07378; 0.043% of 380,000 active; AID 602233; Potency, µM (doses to about 57.5 µM), for the others: top-dose activity change, negative = inhibition, actives largely listed as inhibitors; further: potency means the concentration at half of the fitted maximal effect; on the % scale 0 is the no-effect control and ±100 the full control effect; nearly all actives have a fitted effect of over 60% in size
# Target sequence (P07378 whole entry, looked up): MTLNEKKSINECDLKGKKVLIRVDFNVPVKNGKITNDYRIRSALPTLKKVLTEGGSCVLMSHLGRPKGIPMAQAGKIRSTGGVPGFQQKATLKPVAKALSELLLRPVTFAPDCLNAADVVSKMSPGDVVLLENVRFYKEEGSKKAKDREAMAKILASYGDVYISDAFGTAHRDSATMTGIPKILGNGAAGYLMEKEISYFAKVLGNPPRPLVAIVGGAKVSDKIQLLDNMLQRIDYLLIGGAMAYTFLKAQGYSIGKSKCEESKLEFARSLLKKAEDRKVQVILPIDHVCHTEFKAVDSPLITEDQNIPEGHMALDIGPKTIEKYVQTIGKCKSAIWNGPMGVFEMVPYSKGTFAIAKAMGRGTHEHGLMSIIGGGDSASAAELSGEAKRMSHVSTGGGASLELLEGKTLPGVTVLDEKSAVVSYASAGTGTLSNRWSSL
#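 Recombinant glycosomal PGK reaction used 1,3-bisphosphoglycerate generated in-well by GAPDH (100nM final) in 100mM TEA pH 7.6, 5mM MgCl2, 0.01% Tween-20. After 60 minutes at room temperature, ATP was read by Kinase-Glo Plus luminescence end-point.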
# PI4K2A block: blocks human PI4K2A kinase activity; Q9BTU6; purified PI4K2A, ADP-Glo luminescence, 1 h; active compounds read low; activity change, negative = inhibition, % at 76.9 µM; 0.13% of 420,000 active; AID 1346378; in the data active means activity change below about -50%; inconclusive means mostly about -30% to -49%;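 further: -100% = wells without enzyme as full effect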
#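 PI4K2A activity was measured by ADP-Glo luminescence: enzyme (4 ug/mL stock) and phosphatidylinositol (1.2 mM stock) in Tris pH 7.5/MgCl2/EGTA/Triton X-100 buffer were reacted with ATP (300 microM stock) for one hour at ambient temperature.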
# USP1-UAF1 inh: inhibitors of human USP1/UAF1 deubiquitinase | recombinant USP1/UAF1, Ub-Rhodamine cleavage fluorescence | 0.23% of 390,000 active | O94782 | Potency, µM (doses to about 57.1 µM), without a hit: top-dose activity change, negative = inhibition, hits mostly inhibitors; further: potency means the concentration at half of the fitted maximal effect; on the % scale 0 is the no-effect control and ±100 the full control effect; nearly all actives have a fitted effect of over 60% in size; inactives centre near -12
#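 1 nM enzyme complex + cpd, 15 min RT; start with Ub-Rho 150nM final; kinetic fluorescence ex 480/em 540, 6 reads q60 s. Buffer 50mM HEPES pH 7.8, 0.5mM EDTA, 0.1 mg/ml BSA, 1mM TCEP, 0.01% Tween-20.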
# mIDH1 inhibitor: human IDH1 R132H inhibition; AID 602179; Potency, µM (doses to about 76.6 µM), for inactives: at the top dose activity change, negative = inhibition, most hits filed as inhibitors; 0.093% of 390,000 active; IDH1-R132H enzyme, NADPH consumption, diaphorase/resazurin fluorescence; further: potency means the concentration at half of the fitted maximal effect; on the % scale 0 is the no-effect control and ±100 the full control effect; nearly all actives have a fitted effect of over 65% in size
#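 IDH1-R132H (0.5 ug/mL dispensed) in pH 7.5 Tris buffer was preincubated 30 min with compound, then given a substrate mix of 0.016 mM NADPH and 2 mM alpha-KG for 80 min at room temperature; remaining NADPH was read by diaphorase/resazurin fluorescence.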
# HP1b binding inh: blocks HP1-beta chromodomain binding to methylated histone tails | Potency, µM (highest dose often 114 µM), for the others: at the top dose activity change, negative = inhibition, most hits filed as inhibitors | AlphaScreen HP1-beta / biotin-H3K9me3 peptide binding | P83916 | AID 540317 | 0.56% of 390,000 active; further: potency means the concentration at half of the fitted maximal effect; nearly all actives have a fitted effect of over 70% in size; inactives centre near 23
# Target sequence (P83916 whole entry, looked up): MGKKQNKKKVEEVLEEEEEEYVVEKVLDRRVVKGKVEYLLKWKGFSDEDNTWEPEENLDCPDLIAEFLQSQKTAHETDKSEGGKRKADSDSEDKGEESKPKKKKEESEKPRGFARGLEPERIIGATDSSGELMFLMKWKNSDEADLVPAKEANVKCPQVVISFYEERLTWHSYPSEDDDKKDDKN
#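 AlphaScreen: HP1-beta (50 nM) preformed 30 min with biotin-H3(1-18)K9me3 peptide (50 nM) in PBS pH 7.4, 0.01% Tween-20. Compound added for 30 min at RT, then streptavidin donor/nickel chelate acceptor beads (10 ug/mL) for 30 min.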
# * hit, by the source's call; i = inactive; ? = inconclusive; nt = not tested or not shown; & = joins results of further samples; [ ] = remark or other dose. Unless noted, the call rests on the fitted dose curve; in most records, active means well fitted curve in the direction sought with a large enough effect; inconclusive means small, poorly fitted or top-dose-only effect, or another doubt; inactive means no such curve, though single readings can be large; an effect the other way counts as inactive or inconclusive. Only part of the results is shown. The share of hits here may be higher or lower than overall.
smiles | Pin1 inhibitor | TrxR1 substrate | rTrxR1 inhibitor | GLS inhibitor | PGK inhibitor | PI4K2A block | USP1-UAF1 inh | mIDH1 inhibitor | HP1b binding inh
COc1ccc(S(=O)(=O)N2CCCCCC2)cc1C(=O)NCCc1ccccc1 | 4% | 2% | 20% | 24% | -10% | -3 | -10% | 6% | 41%[activator]
Oc1ccc(-c2nccc(-c3ccc(Br)cc3)n2)cc1 | 2% | 0% | 22% | 6% | nt | 2 | -23% | 1% | 16%
CC(=O)c1cn(CC(=O)Nc2ccccc2C)c2ccccc12 | 4% | -5% | -3% | 6% | -4% | 0 | -24% | 3% | 14%
COc1ccc(-c2cc(C(=O)Nc3ccc(OC)cc3OC)no2)cc1 | 7% | 1% | 12% | 0% | nt | 1 | 6% | -8% | 23%
CCOc1cccc(-c2cc(C(=O)Nc3ccon3)c3ccccc3n2)c1 | 2% | 6%[0.0914 µM] | 14%[57.1 µM] | -8% | 14% | 1 | -7% | 3% | 18%
CS(=O)(=O)N1CCC(Oc2cccc(C(=O)NCCCOc3cccnc3)c2)CC1 | -9% | -6% | -6% | 5% | -1% | -2 | -14% | 3% | 35%
COc1ccccc1CNC(=O)c1ccc(-c2nc(CN3CCc4ccccc43)c(C)o2)cc1 | 19% | -1%[57.1 µM] | 7%[57.1 µM] | 1% | i | -2 | -35% | 5% | -3%[57 µM]
COc1ccc(C2c3[nH]c4ccccc4c3C[C@H]3C(=O)N(c4ccccc4C(=O)N4CCC(C(=O)O)CC4)C(=O)N23)cc1 (some centres not stated) | 3% | 0% | 7% | 2% | 7% | -3 | 13% | -10% | 8%
N#CCSc1ccccc1NC(=O)CN1C(=O)C2CC=CCC2C1=O (configuration not stated) | ? | -7%[57.1 µM] | -5%[57.1 µM] | 7% | -7% | 0 | -6% | -1% | 10%
CC1CCN(C(=O)c2ccccc2NC(=O)Cc2ccccc2)CC1 | -7% | -4% | -5% | 0% | i | 0 | -26% | 9% | 41%[activator]
O=C(/C=C/c1ccc(F)cc1)NC(=S)N1CCOCC1 | 1% | -3%[57.1 µM] | 8%[57.1 µM] | 0% | -1% | -17 | -16% | 8% | 32%
Cc1ccc(NC(=O)Cn2cc(S(=O)(=O)N3CCN(c4ccccc4F)CC3)c3ccccc3c2=O)cc1F | 35%[activator] | 4% | 17% | -11% | -3% | -2 | ? | 6% | 20%
CCOC(=O)c1snc(-c2ccc(F)cc2)c1N | -3% | 11% | 19% | 1% | -3% | 1 | -14% | 8% | 35%[activator]
CC(=O)Oc1ccc(Cn2cnc3cc4ccccc4cc32)cc1 | 10% | 0% | -1% | 3% | -1% | 3 | -9% | -7% | 19%
O=c1oc2ccccc2c(O)c1Cc1cc(Cl)c2cccnc2c1O | -5% | -2% | 13% | 9% | -5% | -6 | -25% | 4% | 25%
Cc1onc(-c2c(F)cccc2Cl)c1C(=O)OCC(=O)N(C)c1ccccc1 | nt | nt | nt | 0% | -5% | -16 | -14% | 19% | nt
CC(C)(CNC(=O)CC1C(=O)NCCN1Cc1cccc(F)c1)N1CCOCC1 (configuration not stated) | -25% | 2% | 4% | -4% | -1% | 5 | -14% | -7% | 28%
COc1cc2c(cc1NC(=O)Nc1ccc(F)cc1)oc1ccccc12 | 27% | -1% | -1% | -2% | -1% | -1 | -13% | 4% | 32%
O=C(CSc1nnc(SCc2ccc(Cl)cc2)s1)N/N=C/c1c(Cl)cccc1Cl | 19% | -6% | -11% | -3% | 0% | -10 | -22% | 6% | 33%
CC(=O)c1ccc(N(C(=O)CS(=O)CC(=O)Nc2ccc(F)cc2)C(C(=O)NC2CCCCC2)c2cccs2)cc1 (configuration not stated) | 2% | -7% | -11% | -11% | 0% | 0 | -10% | 8% | 18%
Cc1ccc(C)c(NC(=O)c2ccc3c(c2)CCN3S(C)(=O)=O)c1 | 0% | -2% | 12% | -16%&0% | -4%&-2% | -1&-2 | -5%&-14% | 11%&7% | 25%
Cc1ccc(C)c(NC(=O)c2cc3c([nH]c4ccccc43)c(C)n2)c1 | 8% | -6% | -3% | 15% | -1% | -2 | -5% | -1% | 14%
Cc1cc(C)n(-c2ccccc2C#N)n1 | -27% | 7%[57.1 µM] | 14%[57.1 µM] | -8% | 1% | 3 | -6% | 10% | 21%
O=c1c2ccccc2nnn1COc1ccc(Cl)cc1Br | -1% | -7%[57.1 µM] | 6% | -10% | 0% | 1 | 5% | -4% | 14%
Cn1c(=NC(=O)COc2ccccc2)sc2ccccc21 | -6% | 2% | 17% | 0% | -9% | -5 | -25% | 4% | 33%

# New compounds follow
# Results follow in this order: Pin1 inhibitor | TrxR1 substrate | rTrxR1 inhibitor | GLS inhibitor | PGK inhibitor | PI4K2A block | USP1-UAF1 inh | mIDH1 inhibitor | HP1b binding inh
> CCOC(=O)c1ccc(NC(=O)CSc2nc(=O)n(CCN3CCOCC3)c3c2CCC3)cc1
    6% | 12% | 25% | -6% | i | -5 | -16% | 10% | 13%
> Cc1ccc(-c2cccc(C(=O)NCc3ccccc3)n2)c2ccccc12
    12% | 10% | 15%[57.1 µM] | -5% | i | 1 | ? | 3% | 74%[activator]
> NNC(=O)CNC(c1ccccc1)c1cc(Cl)ccc1NC(=O)c1ccccc1 (configuration not stated)
    -2% | 0% | 18% | 14% | i | -3 | -13% | 0% | 35%[activator]
> Cc1ccccc1Cn1ccc(NC(=O)c2nn(C)cc2[N+](=O)[O-])n1
    -2% | -7% | -3% | 6% | -2% | -2 | -6% | 3% | 15%
> COc1ccc(-c2cc(C(C)=O)c(C)n2CCC(=O)Nc2ccc(C(F)(F)F)cc2)cc1
    -12% | 0%[57.1 µM] | 21%[57.1 µM] | 3% | -1% | -1 | -10% | -22% | -7%
> O=[N+]([O-])c1ccccc1/C=N/NC1=NCCCCC1
    -1% | -10% | -2% | 5% | i | -4 | -6% | -2% | 16%
> O=C(CCS(=O)(=O)c1nc(-c2cccs2)cc(C(F)(F)F)n1)Nc1cccc(O)c1
    17% | 9%[2.29 µM] | 18µM* | 9% | -4% | 4 | ? | 14% | 49%[activator]
> Cc1cccc(-c2n[nH]c(S(C)(=O)=O)c2C#N)c1
    -1% | 2% | 28% | -7% | i | 5 | -10% | 0% | 53%[activator]
> CCCC(=O)n1nc(-c2ccc(Cl)cc2)nc1SC
    -6% | -3% | -21% | -3% | -4% | 8 | -14% | 8% | 113%[activator]
> CCOC(=O)N1CCC(NC(=O)C2CCN(S(=O)(=O)c3cccs3)CC2)CC1
    2% | 5% | 20% | 7% | -2% | -4 | -16% | 1% | 24%
> O=C(c1ccccc1)N(C(=O)c1ccccc1)N1CCCC1
    0% | -8% | -13% | 1% | 0% | -3 | -9% | -2% | -7%
> CCOCCCNC(=O)C(NC(=O)c1ccc2c(c1)OCO2)c1ccc(Cl)cc1 (configuration not stated)
    0% | 4% | 2%[57.1 µM] | 6% | -6% | 7 | -13% | -5% | 4%
> CCOC(=O)c1c(C)n(C)c2ccc(OC(=O)c3ccco3)cc12
    -4% | 12%[57.1 µM] | 23%[57.1 µM] | 2% | -8% | 4 | -1% | 0% | 41%[activator]
> Cc1ccc(S(=O)(=O)NC(CC(=O)NCC2CCCO2)c2ccco2)cc1 (configuration not stated)
    3% | -8% | 15%[57.1 µM] | -6% | i | -6 | -9% | -5% | 7%
> O=C(Cn1ncc2c3ccccc3n(Cc3ccccc3)c2c1=O)NCc1ccccc1
    20% | 6% | 21% | -6% | -8% | 6 | -20% | -7% | 41%

# Three compounds already listed, arranged by length of the SMILES, descending:
# Results follow in this order: Pin1 inhibitor | TrxR1 substrate | rTrxR1 inhibitor | GLS inhibitor | PGK inhibitor | PI4K2A block | USP1-UAF1 inh | mIDH1 inhibitor | HP1b binding inh
> O=C(Cn1ncc2c3ccccc3n(Cc3ccccc3)c2c1=O)NCc1ccccc1
    20% | 6% | 21% | -6% | -8% | 6 | -20% | -7% | 41%
> Cc1cccc(-c2n[nH]c(S(C)(=O)=O)c2C#N)c1
    -1% | 2% | 28% | -7% | i | 5 | -10% | 0% | 53%[activator]
> CCCC(=O)n1nc(-c2ccc(Cl)cc2)nc1SC
    -6% | -3% | -21% | -3% | -4% | 8 | -14% | 8% | 113%[activator]

# New compounds follow.
# Results follow in this order: Pin1 inhibitor | TrxR1 substrate | rTrxR1 inhibitor | GLS inhibitor | PGK inhibitor | PI4K2A block | USP1-UAF1 inh | mIDH1 inhibitor | HP1b binding inh
> COc1ccc2c(C)c(CC(=O)NCc3ccccc3Cl)c(=O)oc2c1OC
    21% | 6% | 17% | 2% | 7% | -6 | -17% | -6% | 25%
> O=c1sc2ccccc2n1Cc1ccccc1
    -5% | 4% | 15% | 0% | -2% | -1 | -5% | 4% | 65%[activator]
> C=CCn1c(=O)c2c(nc3n2CCS3)n(C)c1=O
    5% | 7%[57.1 µM] | 14%[57.1 µM] | -2% | 1% | 1 | -7% | 4% | 12%
> CCc1c(C)nc(SCc2cccnc2)[nH]c1=O
    -11% | 2% | 6% | -21% | -7% | -2 | -20% | 2% | 24%[57 µM]
> O=C(c1ccc(F)cc1)N1CCN(S(=O)(=O)c2ccc3c(c2)OCCO3)CC1
    nt | nt | nt | 2% | -5% | 4 | 5% | 3% | nt
